STEP block – STEP (human) phosphatase inhibition. 360,000 tested, 0.25% active. inhibition, % at 20 µM. AID 588621. recombinant STEP, OMFP fluorogenic substrate, fluorescence;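 active = inhibition at 20 µM, scaled per plate between control wells, above about 37%, limit read from the data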;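 also: 0% = DMSO with enzyme and substrate and 100% = substrate only without enzyme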
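Material: STEP (striatal-enriched tyrosine phosphatase) enzyme, cell-free; Compound dosing: 20 µM single dose in 1% DMSO; Technique: fluorescence read at 480 nm ex / 540 nm em; Times: reaction 20 min, ambient temperature; Medium: 50 mM Bis-Tris pH 6.0 with 2.5 mM DTT and 0.005% Tween 20; Also added: OMFP at 25 µM.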
CSN deneddyl inh – CSN deneddylation inhibition. 360,000 tested, 0.38% active. Purified CSN, SCF-Nedd8-OG deneddylation, fluorescence polarization. Q92905. inhibition, % at 12.5 µM;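 active = pattern-corrected inhibition above about 35%, with an unprinted fluorescence ratio check between 0.5 and 1.5, limit read from the data, passing the limit was not always enough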;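 also: 0% = enzyme with substrate and 100% = substrate without enzyme; some results filed as inactive read as strong as hits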
Target sequence (Q92905 whole entry, looked up, one chain of several): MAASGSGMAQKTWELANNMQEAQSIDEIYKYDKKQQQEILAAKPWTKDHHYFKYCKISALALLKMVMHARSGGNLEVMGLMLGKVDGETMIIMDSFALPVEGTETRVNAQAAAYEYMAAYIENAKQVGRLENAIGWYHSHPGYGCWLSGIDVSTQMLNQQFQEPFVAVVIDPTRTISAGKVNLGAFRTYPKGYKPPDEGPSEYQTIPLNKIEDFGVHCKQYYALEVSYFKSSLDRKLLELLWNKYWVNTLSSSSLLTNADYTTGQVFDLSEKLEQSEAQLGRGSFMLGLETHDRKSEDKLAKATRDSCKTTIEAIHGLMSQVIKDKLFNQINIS
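Assay system: Purified human Csn5 enzyme expressed in HEK293T cells | Amount: Enzyme 0.24 nM | Measured by: Fluorescence polarization readout | Medium: Tris/NaCl/DTT buffer, pH 7.5 | Compound dosing: One concentration, 12.5 µM, 0.25% DMSO | Times: 90 min incubation of compound, enzyme and substrate at room temperature | Control set: no-enzyme wells high, enzyme-with-substrate wells low | Read-out: % inhibition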
MsrA inhibitor – inhibits bovine methionine sulfoxide reductase A | inhibition, % at 15.5 µM | purified bovine MsrA, absorbance read-out | 360,000 tested, 0.75% active; in the data active = inhibition above about 4.5%;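 also: 0% = vehicle wells with enzyme and 100% = reference inhibitor wells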
Scp-1 inhibitor – inhibitors of human Scp-1 phosphatase | Q9GZU7 | Recombinant Scp1, phosphopeptide, malachite green phosphate absorbance | inhibition, % at 20 µM | 340,000 tested, 0.88% active | AID 493091;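 active = inhibition above about 50% at 20 µM, limit read from the data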;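 also: plate controls were DMSO wells with enzyme for no effect and wells lacking enzyme for full effect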
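System: SCP-1 catalytic domain; Reagent: Phospho 17-mer peptide substrate; Doses: one concentration, 20 µM, with 1.0% DMSO; Incubation: 45 min room-temperature reaction, 5 min colour, 30 min stabiliser; Signal: Phosphate-binding colour reagent, absorbance read at 630 nm.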
DNMT1 block – inhibitors of human DNMT1 | DNMT1 molecular beacon, Hinp1I cleavage, fluorescence | inhibition (reported as % activation of signal), % at 10 µM | 360,000 tested, 0.83% active; in the data active = inhibition above about 50%
Rpn11 inh – Rpn11 (human) deubiquitinase inhibition | 360,000 tested, 0.59% active | O00487 | human 26S proteasome, Ub4-pepOG fluorescence polarization; 20S core pre-blocked with epoxomicin | calls only at 20 µM;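 active = inhibition at 20 µM, scaled to each plate's controls, above about 33%, limit read from the data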
Target sequence (O00487 whole entry, looked up): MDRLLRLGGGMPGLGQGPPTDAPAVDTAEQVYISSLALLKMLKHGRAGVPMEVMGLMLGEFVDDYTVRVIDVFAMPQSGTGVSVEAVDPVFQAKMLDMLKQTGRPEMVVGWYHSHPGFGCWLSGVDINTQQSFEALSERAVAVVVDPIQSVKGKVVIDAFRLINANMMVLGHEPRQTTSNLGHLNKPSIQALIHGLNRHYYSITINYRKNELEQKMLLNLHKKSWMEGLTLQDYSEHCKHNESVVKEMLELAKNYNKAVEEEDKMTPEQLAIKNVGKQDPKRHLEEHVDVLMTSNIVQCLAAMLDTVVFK
SUMO1-SIM PPI – modulators of human SUMO1-mediated protein-protein interactions; 360,000 tested, 0.33% active; P63165; SUMO1 binding to a labelled peptide, TR-FRET, 1 h; inhibition, % at 20 µM; in the data active = inhibition above about 37%
Target sequence (P63165 whole entry, looked up): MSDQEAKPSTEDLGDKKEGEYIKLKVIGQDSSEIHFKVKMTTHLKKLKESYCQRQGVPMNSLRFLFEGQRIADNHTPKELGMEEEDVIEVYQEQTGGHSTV
TbMetRS inhib – blocks T. brucei methionyl-tRNA synthetase activity; purified T. brucei MetRS, ATP depletion, Kinase-Glo luminescence; inhibition, % at 11.9 µM; 360,000 tested, 0.4% active;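 active = inhibition above a per-plate cutoff of the control wells' mean inhibition plus 3 SD, cut at about 5.5% in these data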;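 also: 0% = DMSO wells median and 100% = median of wells with control inhibitor compound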
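technique = Kinase-Glo luminescence, ATP depletion format | system = purified MetRS (methionyl-tRNA synthetase) enzyme from Trypanosoma brucei | timing = 15 min preincubation, 2 h reaction, all 25 °C | evaluation = percent inhibition versus plate control medians | dosing = single dose, 11.9 µM final nominal, 0.9% final DMSO | also added = substrates ATP, L-methionine and bulk Escherichia coli tRNA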
NadD block – NadD (S. aureus) enzyme inhibition | purified NadD enzyme, colorimetric absorbance read-out | inhibition, % at 20 µM | 360,000 tested, 0.78% active | AID 602399; in the data active = inhibition above about 26%; also: some compounds past the cut are filed as inactive
LMPTP block – LMPTP (human) inhibition. P24666. 360,000 tested, 0.22% active. recombinant LMPTP-A, OMFP fluorogenic substrate, fluorescence intensity. inhibition, % at 20 µM;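 active = compounds that cut the enzyme signal by at least half of the control window in the single-dose screen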;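 also: plate controls were DMSO wells with enzyme plus substrate for no effect and substrate without enzyme for full effect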
Target sequence (P24666 whole entry, looked up): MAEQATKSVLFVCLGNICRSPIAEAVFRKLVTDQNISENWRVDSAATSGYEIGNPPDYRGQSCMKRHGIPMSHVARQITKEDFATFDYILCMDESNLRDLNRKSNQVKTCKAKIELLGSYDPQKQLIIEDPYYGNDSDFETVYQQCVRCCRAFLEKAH
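test system = LMPTP-A | amount = 0.625 nM LMPTP-A final | reagent = fluorogenic phosphatase substrate OMFP at 400 µM final | incubation = 50 min at room temperature | benchmarks = no-enzyme low control, uninhibited high control | medium = Bis-Tris pH 6.0, DTT, detergent | signal = fluorescence intensity of OMFP turnover product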
An asterisk follows results filed as active; i = inactive; nt = not tested or not shown; + = active, no number.

SMILES	STEP block	CSN deneddyl inh	MsrA inhibitor	Scp-1 inhibitor	DNMT1 block	Rpn11 inh	SUMO1-SIM PPI	TbMetRS inhib	NadD block	LMPTP block
Cc1nnc(N/N=C\c2ccc(-c3cccc(C(=O)O)c3)o2)n1N	-3.8	1.4	5.0*	26.4	-2.9	i	-3.5	0.3	0.0	-1.4
O=c1[nH]cnc2c1ncn2[C@H]1CC[C@@H](CO)O1	-2.3	-2.0	0.1	-9.0	-1.0	i	4.4	-1.3	-2.0	-1.1
Cc1cc(C)c2c(-n3cccc3)n[nH]c2n1	-4.5	0.7	-0.4	1.1	-2.2	i	3.0	-2.0	4.5	-1.9
O=C1C=C(c2cccc(Cl)c2O)C[C@@H](c2ccc(Cl)cc2)C1	1.5	3.5	0.3	-10.3	-13.6	i	17.0	-0.1	-0.2	2.2
CCOC(=O)C1CCCN(C(=O)c2cccc3ccccc23)C1 (stereo not drawn)	-2.6	-0.3	0.4	-1.4	1.3	i	-1.1	-0.7	0.1	-1.7
O=S(=O)(Nc1cccc(-n2cnnn2)c1)c1ccccc1F	-3.1	0.9	0.0	-2.0	-0.1	i	-0.7	-0.6	-0.4	-1.3
O=C(Cn1c(NCCCO)nc2ccccc21)c1ccc(F)cc1	-1.0	0.0	-0.4	-2.0	2.6	i	1.0	-0.5	-1.2	5.5
CC(Oc1cccc(Cl)c1)C(=O)Nc1ccc(S(=O)(=O)NC2=NCCCCC2)cc1 (stereo not drawn)	-1.7	1.8	-0.8	2.2	2.7	i	4.3	-0.6	2.8	-0.5
COCCN1CCN(C(=O)C2CCC(=O)N(CCCc3ccccc3)C2)CC1 (stereo not drawn)	-2.1	2.6	-0.8	-6.7	-0.4	i	1.4	0.3	-2.2	-1.1
Cc1noc(C)c1C(=O)NC(C)C1CCCO1 (stereo not drawn)	0.2	-13.0	1.4	-4.1	-1.2	i	-4.7	-1.0	-2.8	-1.0
CN(c1ccc(C(=O)N2CCOCC2)cc1)S(=O)(=O)c1ccc(Cl)cc1	-0.8	1.6	1.1	-1.8	0.8	i	-2.4	-0.3	-5.8	-1.7
CCOC(=O)C1=C(CSc2nc(-c3ccncc3)ccc2C#N)OC(N)=C(C#N)C1c1cccnc1 (stereo not drawn)	3.1	10.4	0.8	-4.8	-4.4	i	6.1	-0.1	6.9	3.6
O=C(CCCCn1c(=O)[nH]c2ccsc2c1=O)NCC1CCCO1 (stereo not drawn)	-3.5	2.8	-0.6	-2.2	0.0	i	-0.9	-0.2	-6.5	1.0
CCCn1nc(Oc2nc(N(C)C)nc(N(C)C)n2)ccc1=O	-1.2	-7.1	0.2	-0.5	0.8	i	-1.1	-1.1	-1.9	2.7
CC(=O)Nc1ccc(/C=N/NC(=O)CCN2CCN(c3ccccc3)CC2)cc1	0.9	9.8	1.4	13.4	0.0	i	-3.8	-0.2	1.4	-0.6
CCN(C(=O)c1cn(C)c(=O)c2cc(OC)c(OC)cc12)c1ccccc1C	0.9	-2.2	1.3	-4.7	0.1	i	-0.2	-1.2	-5.9	0.7
Cc1onc(-c2ccccc2Cl)c1C(=O)Nc1cc(=O)n(C)c(=O)n1C	-5.0	2.9	0.7	-4.1	3.0	i	0.6	-2.1	3.2	0.0
CC(C)C[C@H]1CN=C(N(C)C)N1CC(C)C	3.0	-5.8	0.6	-5.0	8.5	i	2.8	-0.4	-2.9	-0.3
CNC(=O)n1ccc(C(=O)N2CCCCC2)n1	-3.2	-3.5	-0.1	-7.6	0.8	i	2.4	-0.2	-0.3	-1.1
CCCN(CC(=O)Nc1ccccc1C)C(=O)CCl	1.4	-0.3	-0.8	6.1	0.9	i	2.2	-0.2	2.6	-1.3
Nc1ncnc2c1ncn2[C@@H]1O[C@H](C(=O)N(CCC2=CCCCC2)CC2CC2)[C@@H](O)[C@H]1O	1.3	1.1	-0.2	nt	7.2	i	-3.4	0.1	-2.0	-0.9
CCOc1ccc(CNC(c2ccccc2)c2ccccc2)cc1	1.2	0.7	-0.5	-2.8	12.9	i	-4.7	0.3	-4.9	-0.3
COc1ccc(Cn2nnnc2CN(Cc2cc3cccc(C)c3[nH]c2=O)C2CCCC2)cc1	0.8	-2.8	0.0	-1.1	-4.6	i	-3.7	-0.5	7.8	1.7
CC(SCC(=O)NC12CC3CC(CC(C3)C1)C2)C(=O)O (stereo not drawn)	0.9	3.3	-0.1	1.4	6.1	i	2.3	-0.6	1.1	-2.4
CCOc1ccc(-c2ccc(/C=C3/C(=N)N4C(C)=CSC4=NC3=O)o2)c([N+](=O)[O-])c1	3.9	3.3	0.5	-8.3	-26.2	i	-11.6	0.1	32.3*	2.8

Given as labelled records: two of the compounds above
SMILES: Nc1ncnc2c1ncn2[C@@H]1O[C@H](C(=O)N(CCC2=CCCCC2)CC2CC2)[C@@H](O)[C@H]1O
  STEP block: 1.3 | CSN deneddyl inh: 1.1 | MsrA inhibitor: -0.2 | Scp-1 inhibitor: nt | DNMT1 block: 7.2 | Rpn11 inh: i | SUMO1-SIM PPI: -3.4 | TbMetRS inhib: 0.1 | NadD block: -2.0 | LMPTP block: -0.9

SMILES: CCOc1ccc(CNC(c2ccccc2)c2ccccc2)cc1
  STEP block: 1.2 | CSN deneddyl inh: 0.7 | MsrA inhibitor: -0.5 | Scp-1 inhibitor: -2.8 | DNMT1 block: 12.9 | Rpn11 inh: i | SUMO1-SIM PPI: -4.7 | TbMetRS inhib: 0.3 | NadD block: -4.9 | LMPTP block: -0.3

(listing goes on)
SMILES	STEP block	CSN deneddyl inh	MsrA inhibitor	Scp-1 inhibitor	DNMT1 block	Rpn11 inh	SUMO1-SIM PPI	TbMetRS inhib	NadD block	LMPTP block
O=C(Cn1cnc2c(cnn2-c2ccccc2)c1=O)NC1CCCC1	-1.4	-0.2	0.2	-6.0	2.7	i	1.0	-0.3	8.3	-0.2
CC1CC(C)CN(S(=O)(=O)c2ccc(C(=O)NNC(=O)c3ccccc3F)cc2)C1 (stereo not drawn)	-2.2	-6.4	1.2	9.8	1.1	i	3.3	-0.1	-2.5	-0.9
COC(=O)c1sc(NC(=O)/C=C/c2ccc(C)cc2)nc1C	-0.8	-11.8	-1.3	-3.9	-5.8	i	-3.4	-0.5	-8.1	16.0
CCOC(=O)c1[nH]c2ccc(OC)cc2c1NC(=O)CCN1CCN(Cc2ccccc2)CC1	0.5	-1.3	1.1	0.5	-1.9	i	-2.5	0.0	-1.3	0.0
CCOc1ccc(NC(C)c2cc(Cl)ccc2O)cc1 (stereo not drawn)	-1.9	4.2	1.1	-8.1	-23.1	i	-0.5	-1.4	5.5	0.4
O=C(c1ccc(=O)[nH]c1)N(Cc1ccco1)C1(C(=O)NC2CCCC2)CCCCC1	0.0	0.9	-0.7	3.3	3.0	i	-1.9	-0.3	1.0	-0.9
O=C(CSc1nnc(SCc2ccccc2)s1)N/N=C/c1ccc(C(=O)O)cc1	2.2	2.2	-1.6	1.3	4.0	i	-7.8	-0.2	-4.1	3.1
CCOc1cc(C2NC(=S)NC(C)=C2C(=O)Nc2ccccc2)ccc1O (stereo not drawn)	1.2	0.9	0.8	-9.0	-12.3	i	13.8	-0.3	-3.5	0.0
CC(Sc1n[nH]c(N)n1)c1nc2scc(-c3cccs3)c2c(=O)[nH]1 (stereo not drawn)	-2.5	2.7	0.8	-4.8	-3.7	i	-3.6	-0.8	-1.7	1.1
C#Cc1ccc([C@H]2C=C(C(=O)Nc3ccccc3)O[C@@H](OCc3ccc(CO)cc3)C2)cc1	1.4	2.1	nt	-4.4	-29.2	i	1.2	-0.1	4.1	6.6
O=C(COC(=O)C1CC(=O)N(Cc2ccco2)C1)Nc1ccc(F)cc1F (stereo not drawn)	-1.0	-2.9	0.7	-4.3	5.6	i	1.4	-0.1	-2.2	-1.3
CC(OC(=O)Cc1ccc(F)cc1)C(=O)N1CCc2ccccc21 (stereo not drawn)	2.4	2.5	-1.1	-5.7	-0.5	i	-3.7	-0.1	2.0	1.1
CC(C)Oc1ccc(/C=N/NC(=O)c2ccc(N(Cc3ccccc3)S(C)(=O)=O)cc2)cc1	2.7	-8.0	0.4	-6.5	-4.8	i	0.0	-0.5	2.9	1.7
COc1ccc(/C=N/NC(=S)Nc2cccc(C(=O)O)c2)cc1	0.0	8.1	4.2	-3.1	-1.1	i	2.6	-0.6	-3.5	-0.2
CC(C)C[C@H](NC(=O)c1ccc(OC2CCN(C(=O)C3CC3)CC2)cc1)C(N)=O	-1.9	2.2	1.1	-11.6	0.6	i	1.5	-0.5	0.9	0.7
COc1ccc(-c2noc(CCC(=O)Nc3ccc(C)c(C)c3)n2)cc1	-3.4	-8.3	-0.2	-8.4	-3.0	i	-1.5	-1.0	-13.4	0.4
Cc1ccc2oc(=O)c3cnn(CC(=O)NCCCOC(C)C)c3c2c1	0.3	-4.1	0.4	-1.2	1.4	i	-7.1	-0.6	4.3	-0.6
CC(C(=O)N=Nc1c(O)[nH]c2ccccc12)n1cnc2ccccc2c1=O (stereo not drawn)	2.3	-17.2	3.6	-5.2	-4.6	i	-18.8	-0.1	-0.9	0.4
CC1=C(C(=O)OC(C)C)C(c2ccc(O)cc2)NC(=O)N1 (stereo not drawn)	-0.8	0.1	0.9	-2.4	-3.4	i	3.0	-1.0	5.8	-0.1
Cc1ccccc1N1CCN(C2CCCN(C(=O)CCc3c(C)noc3C)C2)CC1 (stereo not drawn)	-2.0	-0.7	-0.3	3.8	0.7	i	2.5	0.0	-1.9	-1.7
COc1ccc(N2C(=O)CCC(C(=O)Nc3cccc(C)n3)C2c2ccc(OC)c(OC)c2)cc1 (stereo not drawn)	3.8	7.0	0.3	-1.3	-1.9	+	0.4	-0.2	2.4	-1.1
COc1cc([N+](=O)[O-])ccc1NC(=O)CCCOc1cccc(C)c1	0.8	5.2	-0.3	-17.0	-1.3	i	-21.5	-0.4	-10.8	1.2
Cc1cc2c(cc1S(=O)(=O)N1CC(C)CC(C)C1)OCC(=O)N2 (stereo not drawn)	4.0	3.3	-0.1	-11.9	-0.1	i	-2.1	-0.3	-2.2	-1.0
Cc1ccc(OCC(=O)N/N=C\c2cccn2C)c([N+](=O)[O-])c1	-2.0	4.0	2.0	-2.8	1.1	i	-18.0	-0.2	-8.7	0.5
COCCNc1c2c(nc3c(-c4ccccc4)c(C)nn13)CCC2	-1.1	0.2	0.7	-3.6	1.7	i	8.9	0.4	-6.7	1.7

Source: PubChem (several laboratories)

Outcome played no part in choosing rows; 3.9% or so of the library scored in one or more.
